# bCat KO growth = beta-catenin-lacking colon tumor cell growth suppression; AID 818; 140,000 tested, 1.5% active; viability, % at 10 µM; HCT116 beta-catenin knockout viability, CellTiter-Glo, 60 h; hits give low values;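 active means viability at or under a set limit, the compound median less 4 SD, cut at about 6% in these data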;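 further: 0% = Hyamine 1622 control at 20 µM and 100% = untreated cell control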
# E-sel TNF inh = TNF alpha driven E-selectin expression inhibition; HUVEC TNFa-induced E-selectin immunofluorescence, high content; inhibition, % at 2 µM; 120,000 tested, 0.71% active;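 active means inhibition above the batch mean plus 3 SD, and confirmed as a hit on visual image review, cut at about 43% in these data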;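 further: 0% = TNF-stimulated DMSO wells and 100% = unstimulated control wells; not every result past the cut was called active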
# NPY Y2 blocker = antagonists of human neuropeptide Y receptor Y2. P49146. NPY-Y2 expressing cells, antagonist mode. inhibition, % at 2.7 µM. 140,000 tested, 0.99% active. AID 793; in the data active means inhibition above about 17%;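 further: 0% = vehicle with agonist challenge and 100% = reference antagonist with challenge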
# Target sequence (P49146 whole entry, looked up): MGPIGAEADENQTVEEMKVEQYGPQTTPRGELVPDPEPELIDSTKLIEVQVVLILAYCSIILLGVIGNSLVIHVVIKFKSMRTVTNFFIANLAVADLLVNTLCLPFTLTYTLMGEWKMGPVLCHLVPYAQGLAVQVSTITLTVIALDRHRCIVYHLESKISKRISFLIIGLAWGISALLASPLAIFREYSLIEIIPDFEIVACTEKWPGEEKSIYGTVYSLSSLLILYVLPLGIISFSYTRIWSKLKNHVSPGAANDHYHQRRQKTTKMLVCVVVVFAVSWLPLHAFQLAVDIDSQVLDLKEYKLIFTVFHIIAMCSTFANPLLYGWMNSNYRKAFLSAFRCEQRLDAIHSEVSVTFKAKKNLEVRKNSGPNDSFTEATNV
# PTEN del growth = suppresses growth of cells with PTEN deletion. AID 827. 140,000 tested, 1.2% active. HCT116 PTEN-null viability, CellTiter-Glo, 60 h; hits give low values. viability, % at 10 µM;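 active means viability at or below a set limit, 4 SD under the median of all tested compounds, cut at about 3.7% in these data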;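 further: PTEN knockout HCT116 line with beta catenin targeted HCT116 as companion control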
# Yeast growth inh = chemicals that inhibit yeast BB579 growth in restrictive medium (lifespan-shortening candidates) | S. cerevisiae BB579 growth, OD615, 48 h | inhibition, % at 10 µM | 140,000 tested, 0.51% active;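 active means inhibition above a set limit, 3 SD over the mean compound inhibition, cut at about 44% in these data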; further: inactives centre near -24
#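 controls = amphotericin B 10 µg/mL, positive | assay system = DeaD yeast strain BB579 | schedule = 48 h compound exposure at 30 °C after 4 h preincubation | detection = OD615 turbidity measurement | medium = restrictive CSMM-D medium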
# GALR2 blocker = antagonists of human galanin receptor 2 (GALR2); GALR2-expressing cells, antagonist mode; 140,000 tested, 0.39% active; inhibition, % at 4 µM; O43603; in the data active means inhibition above about 27%;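 further: cells stimulated with galanin 1-16 at roughly its EC80; 0% = agonist challenge control and 100% = basal control without agonist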
# Target sequence (O43603 whole entry, looked up): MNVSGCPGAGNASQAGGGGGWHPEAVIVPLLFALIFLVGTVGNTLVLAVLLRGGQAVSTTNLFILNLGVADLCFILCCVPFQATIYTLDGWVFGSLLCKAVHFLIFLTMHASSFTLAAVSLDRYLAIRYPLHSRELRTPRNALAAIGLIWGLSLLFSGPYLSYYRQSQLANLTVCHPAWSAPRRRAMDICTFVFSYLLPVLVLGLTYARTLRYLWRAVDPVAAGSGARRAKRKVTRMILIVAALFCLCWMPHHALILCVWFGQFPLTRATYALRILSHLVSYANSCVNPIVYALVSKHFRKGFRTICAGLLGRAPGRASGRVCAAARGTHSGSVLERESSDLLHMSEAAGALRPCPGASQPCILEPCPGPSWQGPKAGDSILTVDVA
# Yeast lifespan up = yeast lifespan extension; inhibition of the nicotinamide effect, % at 10 µM; S. cerevisiae growth with nicotinamide, OD615; deaD strain in restrictive glucose medium; 130,000 tested, 0.68% active;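 active means inhibition above a set limit, placed 3 SD over the median of all compounds, cut at about 26% in these data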;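 further: 0% = nicotinamide-treated wells and 100% = cells grown without nicotinamide; some compounds called inactive have numbers as strong as hits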
#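 Measured by: optical density (absorbance) at 615 nm; System: modified budding yeast, DeaD strain; Medium: restrictive CSMM-D dextrose medium; Timing: 4 h preincubation then 48 h treatment at 30 °C.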
# Measles CPE = protection of cells from measles virus | protection (pct of control), % at 4 µM | AID 841 | Measles virus-infected cells, CPE protection, absorbance | 140,000 tested, 1.5% active; in the data active means protection mostly above about 24%, no sharp cut-off; inactive means mostly below about 26%; further: some compounds called inactive have numbers as strong as hits
# MRP1 act = activators of MRP-1 | H69AR cells + doxorubicin, viability rescue, CellTiter-Glo | viability increase, % at 10 µM | 140,000 tested, 0.61% active;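 active means viability gain under doxorubicin at or above a set limit, the compound median plus 3 SD, cut at about 4.7% in these data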;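 further: MRP-1 overexpressing cells given doxorubicin 25 µM after compound pretreatment; 18-22 h compound pretreatment then 72 h with doxorubicin before readout; 0% = doxorubicin-only wells and 100% = vehicle-treated cells without doxorubicin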
# Phagocytosis inh = inhibitors of macrophage phagocytosis; J774A.1 macrophage IgG-bead phagocytosis, imaging; 110,000 tested, 0.07% active; AID 1029; inhibition, % at 5 µM;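 active means inhibition above the mean of the plate negative controls plus 5 SD, cut at about 13% in these data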;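 further: phagocytic index as fraction of beads internalized from green versus red external bead signal; plate controls were DMSO negative control for no effect and cytochalasin-D positive control for full effect; some results beyond the cut were filed as inactive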
# An asterisk follows results filed as active; / = no result given. Hits appear at their usual frequency. Share with any hit: about 6.2%.
SMILES,bCat KO growth,E-sel TNF inh,NPY Y2 blocker,PTEN del growth,Yeast growth inh,GALR2 blocker,Yeast lifespan up,Measles CPE,MRP1 act,Phagocytosis inh
CCCC(=O)N1c2ccc(-c3csc(N)n3)cc2CC1C (stereo not given),102,-12,1,109,-55,3,-11,79*,0.5,0
CN(C)S(=O)(=O)c1cccc2c1C(=O)c1ccccc1C2=O,83,-11,1,88,-33,5,-4,3,-2.7,/
Clc1ccc(Oc2nnnn2-c2ccccc2)cc1,91,-13,8,100,-9,7,-12,3,1.1,1
O=C(CSc1nnc(-c2cccs2)n1Cc1ccco1)c1ccc2c(c1)OCO2,87,4,9,92,2,4,-4,15,-2.4,-1
Cc1ccc(CSc2nc3ccncc3[nH]2)cc1,63,-7,3,64,-27,-3,-5,24,-0.9,0
CC#CCCCC(=O)Nc1ccccc1C(=O)O,104,/,1,89,-26,10,-8,11,-2.1,-2
Cc1nc(N2CCOCC2)nc2c1CCCC2,93,2,-2,91,-15,7,-11,28,-0.3,0
ClCc1csc(-c2ccc(Cl)cc2)n1,94,/,5,88,-39,0,0,14,-3.0,-3
CCCc1cc2c(=O)c(-c3ccc4c(c3)OCCO4)c(C)oc2cc1OS(C)(=O)=O,80,-46,2,76,-12,6,-7,4,0.6,0
N#Cc1ccc(/C=N/NC(=O)CCc2ccc(S(=O)(=O)N3CCOCC3)cc2)cc1,90,/,3,89,-23,-16,5,9,-0.8,-3
CC1CC(C)CN(C(=O)COC(=O)CNS(=O)(=O)/C=C/c2ccccc2)C1 (stereo not given),94,19,4,101,-3,-8,-9,4,-0.5,-2
c1ccc(Cn2nnnc2C(c2ccccn2)N2CCOCC2)cc1 (stereo not given),90,-13,0,93,-32,-2,-9,2,-0.8,4
Cc1ccc(C#N)c(SCc2nnc(-c3ccc(Cl)cc3)o2)n1,78,/,2,24,0,-3,-2,10,-4.5,-5
CCN(CC)S(=O)(=O)c1ccc(S(=O)(=O)N(Cc2ccccn2)Cc2ccco2)cc1,102,-12,-2,95,-2,2,-12,22,-1.7,3
Cc1cc(Br)ccc1NC(=O)CNC(=O)CN(C)Cc1nc2ccccc2c(=O)[nH]1,79,/,-1,77,-9,-8,-6,10,4.9*,/

# Shown tab-delimited: entries from further up.
Compound	bCat KO growth	E-sel TNF inh	NPY Y2 blocker	PTEN del growth	Yeast growth inh	GALR2 blocker	Yeast lifespan up	Measles CPE	MRP1 act	Phagocytosis inh
CN(C)S(=O)(=O)c1cccc2c1C(=O)c1ccccc1C2=O	83	-11	1	88	-33	5	-4	3	-2.7	/
Clc1ccc(Oc2nnnn2-c2ccccc2)cc1	91	-13	8	100	-9	7	-12	3	1.1	1
O=C(CSc1nnc(-c2cccs2)n1Cc1ccco1)c1ccc2c(c1)OCO2	87	4	9	92	2	4	-4	15	-2.4	-1

# Carrying on:
SMILES,bCat KO growth,E-sel TNF inh,NPY Y2 blocker,PTEN del growth,Yeast growth inh,GALR2 blocker,Yeast lifespan up,Measles CPE,MRP1 act,Phagocytosis inh
COC(=O)Nc1nc(C)c(C(=O)N(C)C)s1,66,/,2,92,-37,-1,-8,22,-1.1,1
COCCn1c(=NC(=O)c2ccccc2[N+](=O)[O-])sc2cc(S(C)(=O)=O)ccc21,97,/,1,103,-10,4,9,8,-1.6,-13
CSc1ccccc1NC(=O)CN(Cc1ccc(Cl)cc1)S(C)(=O)=O,84,-1,4,76,-8,0,0,18,-1.2,-1
COc1ccc(CCN2CN(S(=O)(=O)c3ccccc3)c3nc4ccccc4nc32)cc1,92,16,2,100,-20,0,-3,6,1.0,0
CCn1c(SCCN2CCCCC2)nnc1-c1ccc(S(=O)(=O)N2CCOCC2)cc1,99,-63,0,103,-37,8,-8,5,-2.8,1
CCOC(=O)CN1C(=O)SC(CC(=O)Nc2nccs2)C1=O (stereo not given),74,7,3,83,-50,-9,-8,36*,4.0,0
Cc1nn(-c2cc(Cl)ccc2N)c(=O)c2ccccc12,105,-13,0,97,-23,-5,-15,9,-1.0,0
COC(=O)c1cc(Br)c(=O)n(-c2ccc(OC)cc2)c1,90,-17,5,90,-39,-1,-14,19,-0.1,1
O=C(NCc1ccc(Cl)cc1Cl)C1CCN(S(=O)(=O)c2ccc3c(c2)OCCCO3)CC1,89,/,2,84,-6,-8,-1,19,2.4,1
O=C(CSc1nnc(-c2ccc(Cl)s2)o1)N1CCOCC1,/,-8,6,/,/,-15,/,/,/,0
O=C(CSc1ccsc1[N+](=O)[O-])NCCc1ccccc1,76,-1,3,78,-6,-11,-7,2,-1.4,/
CCCNC(=O)C(=O)c1cccn1-c1ccsc1C(=O)OC,95,-8,1,93,7,8,1,10,-3.4,-1
CC(/C=N/N1CCN(c2ccc(C)cc2)CC1)=C\c1ccccc1,86,7,6,86,-58,-5,4,15,-2.3,-7
COc1ccc(-c2cc(=O)n(CCC#N)[nH]2)cc1,85,/,-1,96,0,6,12,15,-2.0,-7
C=CCn1c(COc2ccccc2)nnc1SCC(=O)N/N=C/c1ccc(C)cc1,101,-14,2,97,11,-8,-10,10,-1.3,/
CN(C)c1nc(Oc2ccc(C(=O)OCC(=O)Nc3ccccc3)cc2)nc(N(C)C)n1,91,-43,0,92,-23,8,-31,7,-2.7,1
COc1ccc([N+](=O)[O-])cc1NC(=O)Cn1ccsc1=N,88,-5,1,111,-3,16,2,11,-1.5,-11
Cc1cc(C)c2nc(NNC(=O)c3ccc(S(=O)(=O)N4CC(C)CC(C)C4)cc3)sc2c1 (stereo not given),9,-18,0,12,22,11,2,6,-3.8,/
CCOc1ccc(OCC)c(NC(=O)CN2CCN(c3cc(C)ccc3C)CC2)c1,34,/,-1,57,-29,-6,-2,12,-2.8,0
CC1CCCCN1Cc1c(C#N)c2ccccc2n1C (stereo not given),81,0,5,92,-36,-14,-8,24,-1.3,-1
CCN(CC)C(=O)C1CCN(CC2CC=CCC2)CC1 (stereo not given),93,11,0,99,-32,6,-3,8,-2.8,0
Cc1ccccc1NS(=O)(=O)c1ccc(NC(=O)c2nc3ncccn3n2)cc1,98,3,3,93,-51,-3,-20,3,-0.8,-1
Cc1n[nH]c(=O)nc1NC(C)c1ccccc1 (stereo not given),88,12,2,97,-26,0,-2,4,-0.6,-2
CC(C)NC(=O)CCS(=O)(=O)c1ccc(Br)s1,92,/,-2,95,-7,-5,-1,47,-2.1,1
CCN(CC)CCN1C(=O)c2ccccc2NC1c1ccccc1F (stereo not given),99,-16,3,95,14,3,/,7,-5.0,/
COc1cccc(C2C(C(=O)c3ccco3)=C(O)C(=O)N2CCN(C)C)c1OC (stereo not given),97,16,2,100,-20,11,5,14,-2.3,-6
CC(C)Cn1c(-c2csc3c2CCCC3)n[nH]c1=S,84,5,4,77,-9,4,-1,14,0.3,/
O=C(NC(=S)Nc1c(Cl)ccc2nsnc12)c1ccco1,85,/,-3,91,-9,-11,0,4,-3.8,-6
COc1nc(OC)nc(N2CCC(C(=O)Nc3cccc4c3CCCC4)CC2)n1,104,-10,1,98,-22,0,1,20,-2.5,/
O=C(c1csc2c1CCCC2)N1CCN(c2ncccn2)CC1,86,-2,3,88,-58,1,1,13,-0.8,0
O=C(COc1cccc2ccccc12)NNC(=O)[C@@H]1CCCC[C@@H]1C(=O)O,114,-6,5,106,-14,6,-7,25,-0.1,0
COc1ccc(-n2nnnc2SCC(=O)c2cccc(OC)c2)cc1,36,23,5,46,-28,10,-8,5,-3.1,-2
CN1CCN(/C=N/c2sc3c(c2C#N)CCCCC3)CC1,86,8,1,90,-17,-5,-3,14,-3.3,0
N#CC(=C1N=c2ccccc2=N1)c1c(O)[nH]c2ccccc12,87,-19,-1,84,-1,12,-8,10,-3.1,0
CCOc1ccc(CCNC(=O)C2CC(=O)N(C3CCCC3)C2)cc1OCC (stereo not given),94,0,-2,84,-32,-13,-1,4,-1.3,/
CCOc1ccc(C(=O)c2nc3c(n2O)CCCC3)cc1,90,/,6,87,-15,16,-4,17,-2.1,-2
Cc1c(CCO)c(=O)[nH]n1C(=O)c1ccc(F)cc1,99,17,4,92,-29,-4,-23,6,-1.1,/
CCC(C)(C(=O)NC1CCCCC1)N(Cc1cccs1)C(=O)c1ccc(=O)[nH]c1 (stereo not given),89,/,1,92,-6,2,-3,16,-2.0,-11
O=C(COC(=O)c1ccc2ccccc2c1)Nc1ncc(C(F)(F)F)cc1Cl,101,18,10,103,-55,-14,3,7,-0.6,-1
C=CCn1c(=O)c(C#N)cc2c(=O)n3ccccc3nc21,73,/,0,88,-31,-31,-28,27,-2.6,-5
CCOC(=O)Cn1c(S(=O)(=O)Cc2ccccc2)nc2ccccc21,103,/,2,112,7,4,-3,18,0.9,0
CCOC(=O)c1c(C)n(OCc2ccccc2)c2ccc3nonc3c12,71,/,10,74,-42,-3,-9,26,-0.4,0
COc1ccc(OC)c(NC(=S)NCCN2CCOCC2)c1,95,/,3,95,-9,-4,1,4,-2.2,-3
COc1ccc(N2CCN(CCCNC(=O)C3CCCN(S(=O)(=O)c4cnc[nH]4)C3)CC2)cc1 (stereo not given),98,17,1,101,-31,1,-5,3,-2.1,3
Cc1cc(Cl)c(S(=O)(=O)Nc2ccon2)cc1OCC(=O)NC1CCCCC1,97,-20,1,92,-14,-13,-12,15,-0.4,-1
N#Cc1ccccc1NC(=O)CNc1ccccc1N1CCCCC1,67,-58,5,77,-43,14,-13,11,-1.7,0
CCCS(=O)(=O)c1nc(S(=O)(=O)c2ccc(C)cc2)c(N2CCCC2)s1,102,-4,3,99,-69,6,-8,1,-0.2,0
Cn1c(=O)c2c(-c3ccccc3)n(-n3cnnc3)cc2n(C)c1=O,80,25,-1,85,-17,3,-3,7,-2.4,-2
CC1(C(=O)NCc2cc(F)cc(C(F)(F)F)c2)C=CC2(CCCCC2)N1C(=O)c1ccccc1 (stereo not given),82,/,3,64,-46,4,3,2,-2.9,/
CSC(=NS(=O)(=O)c1ccccc1)SC,93,17,-1,103,-20,-4,-5,5,-0.6,-1
CN(C)CCN1C(=O)c2oc3ccccc3c(=O)c2C1c1cccc(Br)c1 (stereo not given),94,16,0,96,-61,6,1,7,-1.3,-1
Cc1cc(=O)oc2cc(OCC(=O)N3CCCc4ccccc43)ccc12,96,/,0,84,-6,-11,-14,9,-0.6,-1
CCOc1ccc(Cl)cc1CNCCNCCO,94,-17,5,99,-8,12,-7,5,-1.4,2
CS/C(=N\S(=O)(=O)c1cccs1)Nc1ccc(N2CCOCC2)cc1,100,/,7,104,-14,-4,-4,12,-0.3,-1
O=C(NC1CCCCC1)NC1CCN(S(=O)(=O)Cc2ccccc2)CC1,84,1,3,84,-44,-9,-6,4,-1.4,1
CCOP(=O)(OCC)c1nc(-c2ccc(C)cc2)oc1NCc1ccccc1,86,/,9,74,-15,-6,-1,10,0.3,2
O=C(OC(C(=O)NC1CCCC1)c1cccnc1)C1=Cc2ccccc2OC1 (stereo not given),96,0,1,100,-42,0,-10,29,-0.4,/
Oc1ccc(Cl)cc1-c1cc(C(F)(F)C(F)F)nc(-c2ccccc2)n1,63,5,1,68,-53,4,-1,2,-0.5,2
